NR2E3 ag-1: NR2E3 agonists in two-hybrid cells, primary screen, cell-based, luminescence, CHO-S, Gal4-NCOR/VP16-NR2E3 | luciferase | inhibition of corepressor binding, % at 3.98 µM | 360,000 compounds, 0.35% hits | AID 602229, 2012;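 active means inhibition above the mean of all tested compounds plus 3 SD, cut at about 70% in these data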;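 further: 0% = DMSO with NR2E3 transfected cells and 100% = cells lacking NR2E3 construct; higher means lower luciferase signal from less NR2E3 corepressor binding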
Target sequence (Q9Y5X4 whole entry, looked up, the tested form may be a part): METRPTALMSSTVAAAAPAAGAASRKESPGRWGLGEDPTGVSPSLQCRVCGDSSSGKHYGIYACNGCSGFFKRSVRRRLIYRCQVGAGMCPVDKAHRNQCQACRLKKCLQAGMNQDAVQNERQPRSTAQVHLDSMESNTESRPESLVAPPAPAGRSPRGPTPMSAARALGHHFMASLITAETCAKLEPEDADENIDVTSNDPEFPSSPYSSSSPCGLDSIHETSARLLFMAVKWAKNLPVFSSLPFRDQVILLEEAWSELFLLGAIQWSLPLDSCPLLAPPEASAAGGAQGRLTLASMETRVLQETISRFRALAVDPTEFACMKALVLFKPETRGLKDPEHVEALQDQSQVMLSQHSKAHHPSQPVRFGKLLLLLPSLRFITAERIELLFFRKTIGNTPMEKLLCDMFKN
KKLEB cytotox: cytotoxicity in KKLEB CF airway cells, primary screen, cytotoxicity control for CF NF-kB inhibitor project, cell-based, uHTS, fluorescence assay plates | KKLEB CF airway cells viability, ATPlite luminescence, overnight; hits give low values; cells stimulated with P. aeruginosa culture filtrate | activity change (cytotoxicity), % at 5 µM | 360,000 compounds, 0.36% hits;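 active means corrected activity change at or below -50% at 5 µM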
NR2E3 ag-2: inhibitors of NR2E3-RetCOR corepressor binding, primary screen, NR2E3 agonist project, biochemical, TR-FRET, GST-NR2E3, biotin-RetCOR. Photoreceptor-specific nuclear receptor (Homo sapiens), Q9Y5X4. 1536-well. inhibition of corepressor binding, % at 4.78 µM. 320,000 compounds, 0.12% hits. AID 2300, 2010;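 active means percent inhibition above the cutoff of mean plus 3 SD of all tested compounds, set per screening campaign, cut at about 20% in these data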;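 further: 0% = DMSO wells and 100% = biotin wells as full block of FRET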
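Material: NR2E3–RetCOR corepressor complex / Incubation: Compound–protein incubation for 5 h at 4 °C / Dosing: compound at 4.8 µM, single dose / Detection: time-resolved FRET / Benchmarks: high control biotin, low control 0.6% DMSO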
C8 TRAIL sens: viability loss with TRAIL in NB7+C8 cells, primary screen, TRAIL sensitizer project, cell-based, ATPlite luminescence. 360,000 compounds, 1% hits. inhibition (viability loss, TRAIL sensitization), % at 10 µM;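 active means compounds causing at least 50% loss of cell viability in the single-dose screen, relative to plate controls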
Peg3 prom inh: Peg3 promoter-driven luciferase inhibitors, primary screen, cell-based, HeLa, luciferase luminescence; HeLa PEG-Prom luciferase reporter, overnight; inhibition, % at 20 µM; 360,000 compounds, 1.7% hits;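 active means inhibition of at least 50% at 20 µM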
Shn3 inh set2: reduction of Shn3 3'UTR firefly luciferase signal, primary screen, Schnurri-3 inhibitor project, cell-based, Clone20 osteoblasts, set 2. Clone20 osteoblast Shn3 3'UTR firefly luciferase, 24 h. inhibition, % at 12.5 µM. 360,000 compounds, 0.52% hits;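 active means mean inhibition of at least 75% with every replicate also reaching 75%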;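 further: 0% = median of neutral control wells and 100% = pilot-screen positive control compound; some compounds past the cut are filed as inactive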
LMP1 NFkB inh: EBV LMP1-driven NF-kappaB luciferase reporter inhibitors, primary screen, cell-based, luminescence, single point. 350,000 compounds, 0.69% hits. inhibition, % at 12.5 µM. AID 504558, 2011. LMP1-induced NF-kappaB luciferase reporter cells; in the data active means inhibition above about 41%;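 further: 0% = neutral control wells and 100% = reference inhibitor control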
CF NFkB inh: inhibitors of PAF-induced NF-kB signaling, primary screen, cell-based, GFP fluorescence, uHTS | KKLEB NF-kB-GFP reporter, GFP fluorescence overnight | inhibition, % at 5 µM | 360,000 compounds, 0.86% hits;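 active means at least 50% inhibition at 5 µM, scaled per plate between neutral and stimulator controls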;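 further: PAF is a Pseudomonas aeruginosa culture filtrate used as stimulus; plate controls were PAF-stimulated DMSO wells for no effect and unstimulated DMSO wells for full effect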
HIF-2a inh: HIF-2a reporter inhibitors, primary screen, luminescence, 786-0 RCC cells; 786-0 RCC cells HIF-2a reporter, luciferase luminescence, overnight; 360,000 compounds, 0.72% hits; inhibition, % at 18.8 µM;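 active means inhibition of the luminescence signal of 40% or more relative to plate controls, in a single-dose primary screen at 18.75 µM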
MITF TRPM1 inh: inhibitors of MITF-dependent TRPM1 promoter reporter, primary screen, cell-based, SK-MEL-5, single point, luciferase; SK-MEL-5 TRPM1 promoter luciferase, 24 h; inhibition, % at 12.5 µM; 330,000 compounds, 0.83% hits;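 active means mean inhibition across replicates of 60% or more, whatever share of single replicates reaches that level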; further: values of inactives mirror those of a sister screen read the other way
hiPSC survival: enhancers of single-cell hiPSC survival, primary screen, ATPlite luminescence. 100% = ROCK inhibitor wells, 0% = DMSO. AID 602274, 2012. 360,000 compounds, 0.044% hits. survival enhancement, % at 20 µM; in the data active means survival enhancement above about 18%;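 further: cells exposed to compounds for 16 hours before the ATP read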
* hit, by the source's call; . = no result given. This is a subset; count on the stated rates, not on these rows.

Sample of the layout, nine compounds:
canonical_smiles	hiPSC survival	NR2E3 ag-1	CF NFkB inh	Shn3 inh set2	KKLEB cytotox	MITF TRPM1 inh	HIF-2a inh	LMP1 NFkB inh	NR2E3 ag-2	C8 TRAIL sens	Peg3 prom inh
CCOC(=O)C1(Cc2cccc(Cl)c2)CCCN(C(=O)CCN2CCCC2=O)C1 (configuration not stated)	1.8	-57	-44	-29	24	-14	-61	-1	-8	-17	-35
O=C(O)c1cccc(NC(=S)NC(=O)c2ccc3ccccc3c2)c1	-0.4	-152	-10	15	18	40	74*	8	4	6	25
CCN(CC)C(=O)Nc1ccc(Br)cc1	0.9	-37	2	-9	8	16	-9	-6	1	11	-15
CCNc1nc(NCC)n2c(SCC(=O)Nc3ccccc3Cl)nnc2n1	2.4	-11	18	-5	-1	1	14	3	-4	-21	1
O=C(NCCCN1CCC(Cc2ccccc2)CC1)C1CC(=O)N(C2CCCCCC2)C1 (configuration not stated)	-2.2	-6	22	3	-8	1	4	4	2	18	19
Cn1c(N)nc2ccccc2c1=O	0.8	-63	5	4	2	.	-26	.	3	-17	0
CCN(C(=O)c1cccnc1SC)C12CC3CC(CC(C3)C1)C2	0.3	-36	7	6	6	13	1	11	-3	7	2
COc1cc(NC(=O)COC(=O)CNC(=O)c2ccc(Cl)cc2)c(C)cc1[N+](=O)[O-]	-0.5	16	4	4	-1	7	-7	-7	0	-4	-6
O=C(NCc1cc(F)ccc1F)C1CCC(=O)N(C2CCCCCC2)C1 (configuration not stated)	0.2	-55	-4	-63	2	-54	-185	-19	2	3	-206

The listing, previewed entries included:
canonical_smiles	hiPSC survival	NR2E3 ag-1	CF NFkB inh	Shn3 inh set2	KKLEB cytotox	MITF TRPM1 inh	HIF-2a inh	LMP1 NFkB inh	NR2E3 ag-2	C8 TRAIL sens	Peg3 prom inh
CCOC(=O)C1(Cc2cccc(Cl)c2)CCCN(C(=O)CCN2CCCC2=O)C1 (configuration not stated)	1.8	-57	-44	-29	24	-14	-61	-1	-8	-17	-35
O=C(O)c1cccc(NC(=S)NC(=O)c2ccc3ccccc3c2)c1	-0.4	-152	-10	15	18	40	74*	8	4	6	25
CCN(CC)C(=O)Nc1ccc(Br)cc1	0.9	-37	2	-9	8	16	-9	-6	1	11	-15
CCNc1nc(NCC)n2c(SCC(=O)Nc3ccccc3Cl)nnc2n1	2.4	-11	18	-5	-1	1	14	3	-4	-21	1
O=C(NCCCN1CCC(Cc2ccccc2)CC1)C1CC(=O)N(C2CCCCCC2)C1 (configuration not stated)	-2.2	-6	22	3	-8	1	4	4	2	18	19
Cn1c(N)nc2ccccc2c1=O	0.8	-63	5	4	2	.	-26	.	3	-17	0
CCN(C(=O)c1cccnc1SC)C12CC3CC(CC(C3)C1)C2	0.3	-36	7	6	6	13	1	11	-3	7	2
COc1cc(NC(=O)COC(=O)CNC(=O)c2ccc(Cl)cc2)c(C)cc1[N+](=O)[O-]	-0.5	16	4	4	-1	7	-7	-7	0	-4	-6
O=C(NCc1cc(F)ccc1F)C1CCC(=O)N(C2CCCCCC2)C1 (configuration not stated)	0.2	-55	-4	-63	2	-54	-185	-19	2	3	-206
CN(CC1CCCN(CCc2ccc(Cl)cc2)C1)C(=O)c1ccc2nc[nH]c2c1 (configuration not stated)	-0.2	13	-6	11	3	6	11	8	1	8	10
O=C(Nc1ccc(Cl)cc1)N1CCC(c2ccccc2)C1 (configuration not stated)	-0.6	-170	8	-52	-4	-111	-279	-30	4	33	-265
O=C(COc1ccccc1Cl)Nc1ccc2[nH]c(=O)[nH]c2c1	0.1	-10	-2	68	-13	43	-14	4	.	18	13
Clc1ccccc1CSc1cnnc2ccccc12	-1.5	-47	12	-41	-2	-47	-177	-4	.	17	-101
CC(/C=N/NC(=O)Cc1cccs1)=C\c1ccco1	-1.0	-22	-4	-39	9	-28	-148	-13	-4	-1	-128
Cc1nn(C)c(C)c1/C=N/O	3.8	3	-15	-1	5	-6	15	-1	-1	7	6
CCN(CCNC(=O)CCCn1nc(C)n2c(cc3sccc32)c1=O)c1ccccc1	-1.0	21	19	8	1	.	1	-47	3	-1	-2
CCc1nc2ccc(C(=O)NCc3ccccc3OC)cn2c1N(CC)CCN(C)C	-1.2	25	14	7	-6	.	1	.	.	-16	-3
COc1ccc(/C=C2\CCc3ccccc3C2=O)cc1OC	1.9	4	26	-36	-15	-34	-152	8	3	8	-153
COc1ccc2nc3c(cc2c1)c(NC(=O)c1cccs1)nn3CC(C)C	-1.7	-44	-5	-14	2	-23	-108	-146	1	28	25
COc1cc(C)ccc1OCCCCOc1ccccc1C(C)=O	-2.5	46	5	74	-5	9	-39	15	-3	6	-6
NC(=O)COc1ccc(/C=N\NC(=O)c2ccc(-c3ccccc3)cc2)cc1	1.8	-4	-31	10	7	7	-1	-4	0	0	9
COc1ccc(NC(=O)c2cccc(S(=O)(=O)NCc3ccco3)c2)c(OC)c1	0.2	-27	4	7	9	6	-9	-2	1	1	-19
CN(c1ccc(C(=O)NC2CC2)cc1)S(=O)(=O)c1ccccc1	4.9	3	-6	-19	-2	4	-15	-1	2	18	-7
Cc1cccc(N2CCN(S(=O)(=O)c3c(C)nc4scc(C)n4c3=O)CC2C)c1 (configuration not stated)	-0.6	35	0	22	-29	-6	1	3	1	-14	10
c1ccc(-c2cn3c(n2)CCC3)cc1	-1.8	-52	-5	-8	3	-25	-49	-8	2	10	-35
O=C(NCc1ccccc1)c1nc[nH]c1C(=O)N1CCN(c2ccccc2)CC1	-2.3	8	0	-8	-12	-14	4	1	-4	-19	-1
O=C(Nc1ccncc1)c1cc(F)cc(F)c1	-2.1	-21	-4	15	2	-3	3	0	-1	1	-4
CCC(=O)Nc1sc2c(c1C#N)CCCCC2	1.9	-36	-8	-23	-5	-44	-141	-11	1	6	-118
Cc1ccc(-c2cc(Cc3ccc(F)cc3)c(=O)[nH]n2)cc1	-0.1	-31	-6	-16	-8	1	-63	-4	2	12	-13
c1ccc(-n2ncc3c2ncn2nc(-c4ccco4)nc32)cc1	-1.7	-96	-17	-70	-1	-76	-265	-13	48*	20	-256
O=C(NCCSCc1c(F)cccc1Cl)Nc1ccccc1	-0.5	-36	-1	7	2	-34	-161	-9	0	34	-105
COc1ccc(/C=C/C(=O)c2cc3cccc(OC)c3oc2=O)cc1	0.5	10	16	-4	-6	8	15	6	8	5	-1
Cc1ccc(C(C(=O)NC2CCCCC2)N2CCCC2)cc1 (configuration not stated)	-3.3	-11	-13	-17	-3	2	-26	-14	-3	-6	-19
CCN(CC)S(=O)(=O)c1cc(C(=O)OCC(=O)Nc2ccc(-c3nc4ccc(C)cc4s3)cc2)ccc1F	-1.7	-140	-19	19	-13	5	-71	26	1	74*	-153
COc1cc(NC(=O)c2sc3ncn(CC(=O)N4CCCCC4C)c(=O)c3c2C)cc(OC)c1OC (configuration not stated)	3.3	-25	-1	-11	-17	.	13	-4	.	6	0
CCn1c(SCC(=O)NC2CC2)nnc1-c1ccc(OC)cc1	1.5	-30	-18	16	13	1	-3	5	-3	-26	-2
CC1CCCCN1C(=O)CN(C)S(=O)(=O)c1cccc2nsnc12 (configuration not stated)	0.5	11	4	13	-8	3	-4	-2	1	15	0
CCCCC(=O)N1C/C=C\C(c2ccc(OC)cc2)N(Cc2ccc(F)cc2)C(=O)[C@H]1Cc1ccccc1 (some centres not stated)	-3.5	25	24	25	-5	-3	11	1	2	25	30
COc1ccc(CCNC(=O)C(=O)c2cn(CC(=O)N3CCCC3)c3ccccc23)cc1	3.8	-4	-4	3	1	.	-4	-1	.	12	-15
CC(C)OCCCN1CC(=O)N2C(c3cccc([N+](=O)[O-])c3)c3[nH]c4ccccc4c3C[C@H]2C1=O (some centres not stated)	-0.7	8	-12	27	-2	9	11	1	0	-8	18
Nc1[nH]n(-c2ccccc2)c(=O)c1N=Nc1ccccc1	-0.2	-143	-10	-62	19	-84	-345	-36	-5	-4	-299
CC(=O)c1cccc(NC(=O)NC(C)c2ccncc2)c1 (configuration not stated)	-1.8	2	8	4	3	4	13	11	-3	-12	5
CCOC(=O)CNC(=O)CSc1nc(N(C)C)nc(N2CCOCC2)n1	-2.0	25	9	0	-2	-3	9	-9	-4	-9	-1

Compound activity from PubChem BioAssay.
